hgDAF12 agonist – activates the H. glycines DAF-12 receptor ligand-binding domain. HEK293 GAL4-hgDAF12 UAS-luciferase reporter, agonist luminescence; normalized to butyrate control. activation, % at 6.8 µM. 370,000 tested, 1.8% active. AID 687014;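 active = activation above a cutoff set at the mean of all screened compounds plus 3 SD, cut at about 10% in these data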;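 note: 0% = DMSO wells and 100% = sodium butyrate wells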
hcDAF-12 act – activators of H. contortus DAF-12 nuclear receptor; HEK293 hcDAF-12 lit1-tk-luc reporter, luminescence; 0% DMSO, 100% Δ7-dafachronic acid; activation, % at 6.8 µM; 370,000 tested, 1.4% active; AID 652067;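 active = activation above the mean of all tested compounds plus 3 SD, cut at about 5.5% in these data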;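 note: 100% = response to 3 µM Δ7-dafachronic acid high control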
PLC-gamma1 inh – inhibitors of human phospholipase C gamma1; P19174; purified PLC-gamma1, fluorogenic substrate, fluorescence; inhibition, % at 12.2 µM; 370,000 tested, 0.84% active; in the data active = inhibition above about 9.5%
DAX1 inh-1 – inhibitors of DAX1 repression of SF-1 activated StAR promoter; AID 652010; inhibition, % at 6.8 µM; 370,000 tested, 1.1% active; HEK293T StAR-luciferase reporter, SF-1/DAX-1 repression relief;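 active = inhibition above the mean over all tested compounds plus 3 SD, cut at about 3.6% in these data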;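 note: 0% = DAX-1 cells with DMSO and 100% = cells lacking DAX-1 with DMSO; higher inhibition means more luminescence from relief of DAX-1 repression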
FXN GAA850 act – increases GAA850 frataxin promoter reporter activity; HEK293 lucGAA850 FXN promoter luciferase reporter, 24 h; percent of 10 µM SAHA response; activation, % at 6 µM; 360,000 tested, 0.56% active;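 active = activation above the average of all compounds screened plus 3 SD, cutoff fixed separately per campaign, cut at about 7.5% in these data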;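 note: 0% = DMSO wells and 100% = 10 µM SAHA wells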
PLCb3 inh – inhibitors of human phospholipase C beta3. inhibition, % at 12.2 µM. Q01970. 370,000 tested, 0.18% active. Purified PLC-beta3, fluorogenic substrate, fluorescence; in the data active = inhibition above about 11%;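 note: 0% = median of compound wells on plate and 100% = full blocker control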
ADAM10 inh – inhibitors of human ADAM10 | 370,000 tested, 0.62% active | recombinant ADAM10, EDANS/DABCYL FRET peptide cleavage, 3 h | inhibition, % at 7 µM;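 active = inhibition above a per-campaign cutoff equal to the mean of compounds falling between control-based bounds plus 3 SD, cut at about 20% in these data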;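 note: 0% = DMSO wells while the 100% control is not disclosed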
Target sequence (O14672 214-748 limits assumed): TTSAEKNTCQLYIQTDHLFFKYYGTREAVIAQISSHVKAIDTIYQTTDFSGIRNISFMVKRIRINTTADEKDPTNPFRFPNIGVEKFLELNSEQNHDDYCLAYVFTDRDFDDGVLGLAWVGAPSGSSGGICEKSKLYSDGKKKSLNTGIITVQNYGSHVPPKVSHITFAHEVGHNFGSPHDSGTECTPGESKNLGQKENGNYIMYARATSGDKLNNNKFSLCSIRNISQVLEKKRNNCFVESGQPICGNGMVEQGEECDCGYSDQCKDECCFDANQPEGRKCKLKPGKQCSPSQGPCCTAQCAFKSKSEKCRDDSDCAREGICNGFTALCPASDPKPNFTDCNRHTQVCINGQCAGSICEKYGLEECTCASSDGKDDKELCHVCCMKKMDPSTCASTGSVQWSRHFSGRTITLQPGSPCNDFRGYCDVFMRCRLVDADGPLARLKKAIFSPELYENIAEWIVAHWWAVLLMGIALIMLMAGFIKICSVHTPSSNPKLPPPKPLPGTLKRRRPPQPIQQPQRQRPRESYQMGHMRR
ADAM17 inh – inhibitors of human ADAM17; P78536; recombinant ADAM17, EDANS/DABCYL FRET peptide cleavage; inhibition, % at 6.95 µM; 370,000 tested, 0.83% active;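 active = inhibition above the mean of compounds lying between control limits plus 3 SD, set per campaign, cut at about 8.5% in these data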;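 note: 0% = DMSO-only wells as the low control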
DAX1 inh-2 – inhibits human nuclear receptor DAX1; P51843; AID 504766; HEK293 Gal4-DAX1 luciferase reporter, luminescence; 340,000 tested, 0.99% active; inhibition, % at 6.75 µM;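 active = inhibition above the mean over all tested compounds plus 3 SD, cut at about 4.2% in these data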;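 note: 0% = DAX1-transfected cells with DMSO and 100% = empty-vector control cells with DMSO; inhibition shows as a rise in luminescence from relieved DAX1 repression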
Target sequence (P51843 207-470 limits assumed): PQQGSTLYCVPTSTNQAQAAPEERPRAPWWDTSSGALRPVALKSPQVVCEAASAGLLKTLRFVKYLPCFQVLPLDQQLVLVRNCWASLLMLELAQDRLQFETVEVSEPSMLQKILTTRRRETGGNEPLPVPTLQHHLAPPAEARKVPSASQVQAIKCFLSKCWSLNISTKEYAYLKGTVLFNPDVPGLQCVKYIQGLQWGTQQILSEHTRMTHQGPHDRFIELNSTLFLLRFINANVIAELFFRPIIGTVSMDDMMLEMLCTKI
ssDAF-12 act – activators of S. stercoralis DAF-12 nuclear receptor | activation, % at 6.8 µM | 370,000 tested, 1% active | HEK293 ssDAF-12/GRIP1 lit1-tk-luc reporter, luminescence; % of 3 µM dafachronic acid response;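 active = activation above the mean over all tested compounds plus 3 SD, cut at about 0.9% in these data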;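 note: 0% = DMSO-only wells and 100% = 3 µM delta7-dafachronic acid wells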
sPLA2-III inh – Blocks human group III sPLA2 activity. Q9NZ20. QFRET BODIPY PC-A2 liposome hydrolysis, fluorescence. inhibition, % at 12.2 µM. 370,000 tested, 0.56% active. AID 743126;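 active = inhibition above mean plus 3 SD of compounds lying within the high and low control bounds, cut at about 19% in these data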;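 note: 0% = median of test compound wells and 100% = no enzyme DMSO wells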
Starred values were filed as active, the others as inactive; x = not tested or not shown. Random draw from the library; overall some 6.9% were active at least once.

Preview:
Compound	hgDAF12 agonist	hcDAF-12 act	PLC-gamma1 inh	DAX1 inh-1	FXN GAA850 act	PLCb3 inh	ADAM10 inh	ADAM17 inh	DAX1 inh-2	ssDAF-12 act	sPLA2-III inh
O=C(N/N=C/c1ccc([N+](=O)[O-])cc1)c1cccc2cc[nH]c12	4.3	-2.2	2	0.1	0.2	-1	-9	-3	0.9	-1.2	1
CC1(C)CSC(=NCCc2ccccc2)N1C(=O)c1ccc(C#N)cc1	0.8	0.7	1	0.3	1.1	8	-3	3	1.5	-1.4	6

The listing (from the top)
Compound	hgDAF12 agonist	hcDAF-12 act	PLC-gamma1 inh	DAX1 inh-1	FXN GAA850 act	PLCb3 inh	ADAM10 inh	ADAM17 inh	DAX1 inh-2	ssDAF-12 act	sPLA2-III inh
O=C(N/N=C/c1ccc([N+](=O)[O-])cc1)c1cccc2cc[nH]c12	4.3	-2.2	2	0.1	0.2	-1	-9	-3	0.9	-1.2	1
CC1(C)CSC(=NCCc2ccccc2)N1C(=O)c1ccc(C#N)cc1	0.8	0.7	1	0.3	1.1	8	-3	3	1.5	-1.4	6
C=CCn1c(CCNC(=O)c2cccs2)nnc1SCC(=O)Nc1cccc(Cl)c1C	1.3	-0.9	4	-1.5	-5.5	0	-7	1	-0.3	-1.9	-2
CCN(C(=O)CSc1ncccn1)c1cccc2ccccc12	-2.1	-0.6	-3	-1.4	0.4	-8	5	-2	0.2	-1.4	-1
COc1cc(C(=O)NC2CC(C)(C)CC(C)(C)C2)ccc1OC1CCN(C(C)=O)CC1	1.1	-1.6	2	0.0	1.4	-7	2	-2	0.8	-1.9	-4
COC(=O)c1cn(NC(=O)Cc2ccc(OC)c(OC)c2)c(=O)c2ccccc12	-0.6	0.5	-4	-0.8	0.6	-9	-4	-3	-0.5	-1.6	-5
O=C(NCCc1ccccc1)C1CCC(=O)N(CCCN2CCCC2=O)C1 (stereo not given)	0.9	7.8*	0	0.3	0.1	-3	-4	1	1.3	1.9*	1
Cn1cnnc1Sc1ccc(/C=C/C(=O)c2ccc(O)cc2)cc1[N+](=O)[O-]	-3.5	-2.0	1	0.4	-5.2	-2	0	2	-0.5	-0.9	5
CCOC(=O)c1cc(C#N)c(SCC(=O)c2cc(C#N)c(SC)nc2C)[nH]c1=O	1.7	-1.4	-47	-0.2	-0.2	-57	-47	-20	-0.1	-1.0	-7
O=C(CN1C(=O)CC(c2ccccc2)S(=O)(=O)c2ccccc21)N1CCCC1 (stereo not given)	0.9	-2.1	2	-0.1	0.2	-3	-2	-2	0.5	-1.9	6
O=C1c2ccccc2C(=O)N1CCc1ccccn1	0.0	1.3	5	0.4	1.0	3	15	1	-0.6	-0.6	6
CCOC(=O)C1CCN(C(=O)C(C)c2ccc([N+](=O)[O-])cc2)CC1 (stereo not given)	2.3	-0.9	4	-0.2	2.7	0	12	0	0.0	-1.6	4
O=C(O)c1ccc(/C=N/NC(=O)C2CC2(c2ccccc2)c2ccccc2)cc1 (stereo not given)	-0.5	-1.1	-2	0.8	x	-1	-6	-4	x	-1.3	7
O=C(CSC1=Nc2ccccc2C2=NC(CC(=O)NCc3ccco3)C(=O)N12)NCc1ccco1 (stereo not given)	-1.6	0.1	-7	0.3	1.8	-4	-19	-9	0.2	-1.0	-2
Cc1ccc(C2CC(=O)Oc3cc(O)ccc32)cc1 (stereo not given)	-0.6	1.0	-10	0.1	-0.3	-8	5	-5	-0.3	-0.7	-5
CC(=O)N1N=C(c2ccncc2)CC1c1ccccc1O (stereo not given)	-1.6	-0.8	0	0.6	3.8	0	-9	-7	-0.7	-1.4	8
O=C(Cc1ccccc1)NNC(=O)c1ccc(Br)o1	0.2	-2.0	-3	1.5	1.3	-7	-11	-5	1.2	-0.2	10
COc1ccccc1CN(C)C(=O)c1cccc(S(=O)(=O)N2CCCc3ccccc32)c1	-0.2	-0.7	4	-2.0	-1.0	-6	-6	-1	0.0	-1.6	-3
COc1ccccc1C1C=C(c2ccccc2)Nc2nnnn21 (stereo not given)	4.8	3.5	-173	-1.5	-0.9	-224	-33	-6	0.2	-1.0	-21
CCOC(=O)N1CCC(NC(=O)C2CCCN(S(C)(=O)=O)C2)CC1 (stereo not given)	3.5	-1.7	0	0.1	-1.7	2	4	0	-0.1	-0.7	-4

Profiles from above. Order of values: hgDAF12 agonist | hcDAF-12 act | PLC-gamma1 inh | DAX1 inh-1 | FXN GAA850 act | PLCb3 inh | ADAM10 inh | ADAM17 inh | DAX1 inh-2 | ssDAF-12 act | sPLA2-III inh
O=C(NCCc1ccccc1)C1CCC(=O)N(CCCN2CCCC2=O)C1 (stereo not given) is listed as 0.9 | 7.8* | 0 | 0.3 | 0.1 | -3 | -4 | 1 | 1.3 | 1.9* | 1
O=C(N/N=C/c1ccc([N+](=O)[O-])cc1)c1cccc2cc[nH]c12 is listed as 4.3 | -2.2 | 2 | 0.1 | 0.2 | -1 | -9 | -3 | 0.9 | -1.2 | 1

New compounds follow.
Compound	hgDAF12 agonist	hcDAF-12 act	PLC-gamma1 inh	DAX1 inh-1	FXN GAA850 act	PLCb3 inh	ADAM10 inh	ADAM17 inh	DAX1 inh-2	ssDAF-12 act	sPLA2-III inh
COc1cc(C(=O)Nc2ccc3c(c2)ncn3C)cc(OC)c1OC	6.7	-1.5	0	-0.9	-3.2	-3	-3	-1	-0.9	-0.5	-5
Cc1ccc([N+](=O)[O-])cc1NC1OC(CO)C(O)C1O (stereo not given)	-1.1	0.5	0	-0.1	-1.7	6	-12	-4	0.6	-0.3	6
CCCCC[C@H](C)N1C[C@@H](COCc2ccccc2)Oc2cc(N3CCC[C@@H]3COC)ccc2S1(=O)=O	-3.0	0.7	0	-0.4	x	0	0	-4	x	-1.6	2
COc1ccc(S(=O)(=O)NC(=O)C2(C)CCN2C(=O)C2(c3ccccc3)CC2)cc1 (stereo not given)	-2.8	1.4	-2	1.6	0.9	-2	-9	-3	x	-1.1	-3
CCN(CC)C(=O)/C(=C/c1ccc(F)cc1)NC(C)=O	-0.3	-0.9	6	-0.1	0.0	5	6	9	1.1	-1.0	7
O=C(Cc1ccc([N+](=O)[O-])cc1)Nc1ccc(O)cc1C(=O)O	4.1	0.6	-4	0.1	-0.5	3	2	0	0.7	-1.0	-2
Cc1ccnc(NC(=O)CCC(=O)N(CC(=O)NC2CCCCC2)c2ccc3c(c2)OCO3)c1	1.0	-0.8	1	1.1	2.8	-3	3	-10	-0.3	-1.2	-4
CC(C)c1ccc(NC2CCCN(C(=O)c3ccnc(Cl)c3)C2)cc1 (stereo not given)	-1.5	-1.9	1	0.0	-0.2	-4	0	2	1.0	-1.4	2
O=C(NNC(=O)c1cccc2ccccc12)c1ccccc1O	-0.2	-0.8	-5	-1.2	2.2	-15	-7	-1	-0.3	-1.1	8
CCN(CC(=O)NCc1cccs1)C(=O)c1ccc(S(=O)(=O)Nc2ccccc2Cl)cc1	-0.1	0.5	2	-1.4	0.3	-2	-10	-8	-0.2	-1.1	3
CC1=CN2C(=N)/C(=C/c3ccc(Sc4ccc(Cl)cc4)o3)C(=O)N=C2S1	1.8	0.7	-16	-0.5	3.6	-19	-10	-7	-1.2	-0.6	-1
Cc1cc(F)ccc1S(=O)(=O)Nc1ccc(C(=O)N2CCCCC2)cc1	-1.0	-1.8	1	-1.0	3.7	-1	-11	-2	-0.9	-1.5	-4
CC(=O)c1ccc(S(=O)(=O)N2CCN(C(=O)CN3C(=O)NC4(CCCC4)C3=O)CC2)cc1	-2.5	0.2	-4	1.4	0.4	-9	-16	-3	0.5	-1.5	14
CCCCn1c(SCC(=O)Nc2oc(C)c3c(C)n[nH]c(=O)c23)nc2cc(S(N)(=O)=O)ccc21	2.6	-0.8	-5	0.9	0.4	-9	-13	-3	-0.7	-0.9	-4
CCCNC(=O)COC(=O)c1ccc(N2CCCC2)c([N+](=O)[O-])c1	-1.1	-1.1	-1	0.1	1.8	0	-8	-2	-2.1	-1.7	6
COc1ccc(C(C(=O)NC2CCCCC2)N(C(=O)c2sc(C)nc2C)c2ccccc2C)cc1 (stereo not given)	-0.6	-2.1	9.9*	0.5	-1.2	9	20*	9.6*	-1.3	-1.0	-9
Cc1ccc(S(=O)(=O)N(CC(=O)N(C(C)C)C(C)C)C(=O)N2CCN(C)CC2)cc1	1.1	-1.3	-2	0.0	-1.1	-6	-4	-6	-0.2	-1.1	4
CCN1C(=O)/C(=C\c2cccs2)C(C(=O)OC)=C1C	0.0	-0.7	5	-1.9	2.0	-1	1	0	-0.3	-1.3	3
Cc1ccc(NC(=O)NCCN2CCN(c3ccccc3)CC2)cc1Cl	-0.4	-0.9	5	-0.6	1.4	-2	9	2	-0.6	-0.1	-5
CC(=O)c1ccc(OCc2c(-c3ccccc3)nnn2CC(=O)NS(=O)(=O)c2ccccc2C)cc1	3.0	-0.9	3	0.5	-0.6	2	6	3	x	-1.9	-40
O=C(CCNS(=O)(=O)c1cccc(C(F)(F)F)c1)NC1CC1	0.2	1.3	1	-0.7	-0.5	0	0	0	-0.2	-0.9	2
Cc1ccc(CS(=O)(=O)c2ncn[nH]2)cc1	1.7	0.7	0	0.3	2.5	-2	-10	-3	0.4	-1.4	-2
Cc1ccc(C(=O)OCC(=O)NC(=O)NCc2ccccc2)cc1C	-0.3	-0.7	-2	0.9	-0.1	-9	-5	-3	0.7	-1.0	0
CCOC(=O)c1ccc(NC(=O)c2ccc3c(c2)OCO3)cc1	1.4	1.7	2	-0.6	1.6	0	5	-4	1.5	-1.2	-2
CN(C)c1ccc(C(=O)OCc2cc(=O)n3ccsc3n2)cc1	3.9	2.6	-2	0.8	1.1	-2	-12	-2	2.2	-0.9	-3
CCc1ccc(-n2c(=O)c3c(C)c(C(=O)N(C)C)sc3n(CC(=O)NCC3CCCO3)c2=O)cc1 (stereo not given)	-0.3	-0.8	1	-1.1	1.1	-4	-10	-7	0.4	-1.6	11
Cc1ccccc1OCCn1c(C)nc2ccccc21	-6.8	-3.7	3	-1.1	2.5	-8	-6	-3	-3.4	-1.9	-1
COc1ccccc1NC(=O)NCC(=O)Nc1c(C)cccc1C	2.7	-0.8	-2	0.3	-1.3	-4	3	-3	0.1	-1.8	3
COC(=O)c1ccc(N=Cc2c(C(F)(F)F)[nH][nH]c2=O)cc1	-1.8	1.8	2	0.4	-0.1	-1	4	1	3.1	-0.1	-2
Cc1noc(C)c1S(=O)(=O)N1CCN(c2ccc([N+](=O)[O-])cc2)CC1	-1.2	0.5	2	-0.7	0.0	-7	-7	-4	0.7	-0.8	8
COC(=O)C(=Nc1ccccc1)/C(C(=O)C(=O)N(C)c1ccccc1)=C(\O)c1ccccc1	8.2	5.0	-34	1.0	1.1	-51	-3	0	3.7	0.6	-1
CCCCn1c(N)c(N(CC(C)C)C(=O)CCCc2nc3ccccc3s2)c(=O)[nH]c1=O	-0.2	-0.8	2	2.5	1.1	-3	-6	-3	-1.5	-0.9	0

Bioassay records from PubChem BioAssay.
